Epigenetic derep: epigenetic control regulation, reporter derepression; AID 1865; Potency, µM (highest dose often 53.9 µM), for the others: at the highest dose GFP activation, usual class: activators; murine LDR cells, GFP reporter derepression, 30 h; 0.2% of 280,000 active; also: potency is read from the fitted curve at half-maximal effect; % of control where 0% means no effect; nearly all actives have a fitted effect of over 60% in size
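Readout is the number of GFP-expressing murine LDR cells, counted by cytometry following washing. Cells were treated with compound for 30 h at 37 C; the stably integrated CMV-GFP locus is normally silent.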
GLA spleen mod: alpha-galactosidase A (human) modulation; P06280; human spleen homogenate, 4MU-alpha-Gal fluorescence, 40 min; Potency, µM (highest dose often 80 µM), without a hit: at the top dose activity change, negative = inhibition, actives largely listed as inhibitors; 0.008% of 240,000 active; AID 2107;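 also: potency is read from the fitted curve at half-maximal effect; 0% = enzyme with vehicle and -100% = no enzyme basal signal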
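Human spleen homogenate (1 ug) was the enzyme source, with 4-methylumbelliferyl-alpha-D-galactopyranoside (1 mM final) in pH 5.0 citrate buffer with 0.01% Tween-20. Compounds were titrated; after 40 min at 37C, NaOH/glycine stop, 4-MU fluorescence read; AC50 from Hill fits.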
IMPase Li cell: membrane-permeable IMPase blocker, potentiated with lithium. AID 1457. Potency, µM (top dose mostly 59.4 µM), without a hit: top-dose activity, negative = IMPase inhibition, actives largely listed as inhibitors. CHO-M1 cells, IP1 TR-FRET (IP-One), carbachol + lithium. 0.35% of 210,000 active;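 also: IP1 builds up when IMPase is blocked and the TR-FRET signal falls; potency is read from the fitted curve at half-maximal effect; plate controls were basal vehicle for no effect and high inhibitor control for full effect; nearly all actives have a fitted effect of over 50% in size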
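Concentration–response in CHO-M1 cells, lithium-potentiated; 30 min at 37C. IP1 detected by competitive TR-FRET after 10 min lysis at RT. Hill-fitted AC50.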
CBFb RUNX1 block: inhibitors of human CBF-beta and RUNX1 interaction; AlphaScreen CBFb-His/RUNX1-biotin binding, biochemical; AID 1477; 230,000 tested, under 10 active; Potency, µM (series often up to 59.8 µM), without a hit: at the top dose activity, negative = inhibition, most hits filed as inhibitors; Q01196+Q13951; also: % of control where 0% means no effect
Target sequence (Q01196 whole entry, looked up): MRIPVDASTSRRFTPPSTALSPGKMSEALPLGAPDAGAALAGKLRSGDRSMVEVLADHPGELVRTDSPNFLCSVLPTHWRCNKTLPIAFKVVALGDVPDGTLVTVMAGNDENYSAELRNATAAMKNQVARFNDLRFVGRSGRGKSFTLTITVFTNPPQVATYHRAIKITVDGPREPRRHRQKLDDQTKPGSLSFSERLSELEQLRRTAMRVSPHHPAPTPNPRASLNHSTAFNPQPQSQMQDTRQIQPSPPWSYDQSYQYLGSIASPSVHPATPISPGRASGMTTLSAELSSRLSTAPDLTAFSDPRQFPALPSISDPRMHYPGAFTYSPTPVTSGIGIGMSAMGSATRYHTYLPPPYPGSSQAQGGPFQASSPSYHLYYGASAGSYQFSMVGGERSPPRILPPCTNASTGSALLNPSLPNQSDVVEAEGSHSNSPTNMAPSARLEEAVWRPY
Target sequence (Q13951 whole entry, looked up): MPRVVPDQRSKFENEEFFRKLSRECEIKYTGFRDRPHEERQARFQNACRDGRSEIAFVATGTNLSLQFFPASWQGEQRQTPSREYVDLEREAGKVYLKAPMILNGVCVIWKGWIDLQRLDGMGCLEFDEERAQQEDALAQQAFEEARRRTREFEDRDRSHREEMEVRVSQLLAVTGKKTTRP
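AlphaScreen binding: CBFb-His and RUNX1-biotin (30 nM each) preincubated 20 min, compound added for 15 min, then nickel and streptavidin beads for 90 min, all at room temperature. Disruption of the interaction by any mechanism counts as activity.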
NPSR antag: antagonists of human neuropeptide S receptor cAMP signaling | Q6W5P4 | CHO-NPSR cells, cAMP TR-FRET, antagonist mode | Potency, µM (top dose mostly 38.3 µM), for inactives: top-dose activity change, negative = inhibition, most hits filed as inhibitors | 1% of 220,000 active | AID 1461; also: potency is read from the fitted curve at half-maximal effect; % is scaled to controls: 0 for no effect and ±100 for the full control effect; nearly all actives have a fitted effect of over 50% in size; many of its hits are not listed in these tables
Target sequence (Q6W5P4 whole entry, looked up): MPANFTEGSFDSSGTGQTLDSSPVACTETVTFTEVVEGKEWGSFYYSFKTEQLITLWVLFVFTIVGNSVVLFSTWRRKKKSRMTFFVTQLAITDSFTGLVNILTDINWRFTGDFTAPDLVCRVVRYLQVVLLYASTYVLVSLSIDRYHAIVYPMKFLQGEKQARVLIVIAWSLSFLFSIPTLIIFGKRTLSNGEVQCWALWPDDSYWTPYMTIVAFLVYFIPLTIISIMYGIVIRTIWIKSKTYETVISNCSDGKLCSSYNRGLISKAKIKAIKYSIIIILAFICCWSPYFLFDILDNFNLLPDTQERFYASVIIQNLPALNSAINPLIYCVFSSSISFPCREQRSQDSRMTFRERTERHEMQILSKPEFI
KinaseGlo FLuc: blocks Kinase-Glo luciferase, a counter-screen artifact | Q27757 | Kinase-Glo luciferase, ATP luminescence, 8 min | Potency, µM (highest dose often 38.3 µM), without a hit: top-dose activity change, negative = inhibition, usual class: inhibitors | 0.28% of 200,000 active; also: potency is read from the fitted curve at half-maximal effect; % is scaled to controls: 0 for no effect and ±100 for the full control effect; nearly all actives have a fitted effect of over 60% in size
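Light output from Kinase-Glo luciferase with luciferin and 10 uM ATP in 50 mM imidazole pH 7.2, KCl, MgCl2, Tween 20, BSA; compound pin-delivered, 8-min ambient incubation, then luminescence read.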
Lamin A splicing: changes lamin A minigene splicing in HeLa cells; HeLa LMNA splicing GFP/RFP minigene ratio, 48 h; Potency, µM (highest dose often 46.1 µM), inactives show top-dose ratio change, negative = inhibition, most hits filed as inhibitors; 0.01% of 200,000 active; active = well fitted inhibition curve with a large enough effect in the signal ratio, with a control signal flat, not every such curve was filed as active; inconclusive = small, poorly fitted or top-dose-only effect, or effect the other way, or a change in a side signal; the % refers to the signal ratio; also: potency is read from the fitted curve at half-maximal effect; % is scaled to controls: 0 for no effect and ±100 for the full control effect
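Read-out is the ratio of GFP to DsRed2 object intensity, acquired by 488 nm laser-scanning cytometry on HeLa lamin A-EGFP minigene reporter cells. Compound incubation 48 hrs at 37 °C in Opti-MEM with 2% FBS; DMSO 0.5% final.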
* hit, by the source's call; u = inconclusive; x = no result given; [ ] = another dose, or the depositor's remark. Unless noted, calls follow the shape of the dose curve; as a rule, active = well fitted curve in the direction sought with a large enough effect; inconclusive = small, poorly fitted or top-dose-only effect, or another doubt; inactive = no such curve, though single readings can be large; an effect the other way counts as inactive or inconclusive. This is a subset. The share of hits here may be higher or lower than overall.

SMILES | Epigenetic derep | GLA spleen mod | IMPase Li cell | CBFb RUNX1 block | NPSR antag | KinaseGlo FLuc | Lamin A splicing
CCOC(=O)Nc1nnc(/C=C/c2ccc(OC)cc2)s1 | 0.0% | 19% | 4% | -1% | -10% | 2% | -9%
COc1ccc2c(C=O)c[nH]c2c1 | 0.0% | 2% | 9% | -7% | 18% | -4% | -12%
Cc1ccccc1-c1ccc2ncnc(NCc3cccnc3)c2c1 | x | -4% | 22% | x | x | x | u
CC(C)(C)c1nc(CN2CCOCC2)cc(CN2CCOCC2)c1O | 0.8% | 6% | 29%[38.3 µM] | -5% | 1%[46.1 µM] | -2% | 17%
O=S(=O)(O/N=C1\CCCc2ccccc21)c1ccccc1 | 0.8% | 5% | 43%[activator][38.3 µM] | 0% | 7%[46.1 µM] | 19% | 9%
Cc1nn(CCCC(=O)Nc2ccc(Br)cc2F)c(C)c1[N+](=O)[O-] | 4.3% | 1% | 6% | 1% | -6% | -5% | 11%[9.22 µM]
O=c1c(Cl)c(N2CCN(c3ccccc3)CC2)cnn1C12CC3CC(CC(C3)C1)C2 | 1.0% | u | -1% | -2% | -12% | -1% | -13%
Cc1cccc(N2C(=O)N(c3ccccc3C)C3CS(=O)(=O)CC32)c1 (stereo not given) | -2.2% | 0% | -4%[38.3 µM] | 5% | -3%[46.1 µM] | 2% | -7%
N/C(=N\OC(=O)C1CCCCC1)c1ccccn1 | 0.0% | -19% | -7%[38.3 µM] | 2% | 5%[46.1 µM] | u | 1%[0.0737 µM]
Cc1ccc(-c2[nH]ncc2/C=N/n2c(C)nc3ccccc3c2=O)cc1 | 0.9% | 3% | x | -5% | 35% | x | x

Single records, as listed above. Values in the order: Epigenetic derep	GLA spleen mod	IMPase Li cell	CBFb RUNX1 block	NPSR antag	KinaseGlo FLuc	Lamin A splicing
Profile of CCOC(=O)Nc1nnc(/C=C/c2ccc(OC)cc2)s1 = 0.0%	19%	4%	-1%	-10%	2%	-9%
Profile of O=S(=O)(O/N=C1\CCCc2ccccc21)c1ccccc1 = 0.8%	5%	43%[activator][38.3 µM]	0%	7%[46.1 µM]	19%	9%
Profile of O=c1c(Cl)c(N2CCN(c3ccccc3)CC2)cnn1C12CC3CC(CC(C3)C1)C2 = 1.0%	u	-1%	-2%	-12%	-1%	-13%

More records
SMILES | Epigenetic derep | GLA spleen mod | IMPase Li cell | CBFb RUNX1 block | NPSR antag | KinaseGlo FLuc | Lamin A splicing
CC(C)CNS(=O)(=O)c1ccc(CCC(=O)NCCC2=CCCCC2)cc1 | -2.7% | 3% | 10% | 6% | -33% | 1% | x
CC1(C(=O)NC2CCCCCCC2)CCC(=O)N1Cc1ccco1 (stereo not given) | 1.0% | 9% | -5%[38.3 µM] | 1% | 0%[46.1 µM] | -2% | -3%
CC(=O)C1C(c2cccc(F)c2)NC(=O)NC1(O)C(F)(F)F (stereo not given) | -1.1% | 18% | 7%[38.3 µM] | -2% | 7%[46.1 µM] | 0% | 15%
O=C(Nc1nnc(-c2ccco2)o1)c1ccc([N+](=O)[O-])s1 | 2.4% | 0% | 0% | -15% | -12% | 3% | x
COc1cc(/C=N/NC(=O)C(=O)Nc2ccccn2)ccc1O | -1.1% | 4% | -2% | 0% | -4% | 0% | -3%
Cc1[nH]c2ccccc2c1CCCO | -0.2% | -6% | x | 2% | -12% | x | x
CCOC(=O)NC1(C(F)(F)F)N=C(c2ccccc2)NC1=O (stereo not given) | 5.3% | -8% | -2%[38.3 µM] | 0% | 9%[46.1 µM] | -1% | 3%
CC(C)N(CCc1ccncc1)C(=S)Nc1ccc(F)c(Cl)c1 | -1.3% | -18% | 2% | -6% | -20% | x | x
O=C(O)CSc1nc2sc3c(c2c(=O)n1-c1ccccc1)CCC3 | -1.9% | -6% | x | 11% | -1% | x | x
COc1ccc2[nH]cc(CCNc3ccnc(-c4cccc(NS(C)(=O)=O)c4)n3)c2c1 | -0.8% | u | 3% | x | x | -1% | 1%
O=C1CC(c2ccco2)CC2=C1C1c3ccccc3C(=O)N1c1ccccc1N2 (stereo not given) | 0.0% | 7% | 36%[activator][38.3 µM] | -1% | -30%[46.1 µM] | 2% | u
Cc1ccc(C2NC(=O)c3ccccc3N2)s1 (stereo not given) | 0.0% | 0% | 0%[38.3 µM] | 5% | 1%[46.1 µM] | -3% | u
CC1=C(c2ccc(Cl)cc2)[N+](=O)C(C)(C)N1[O-] | 2.0% | 4% | -10% | 8% | 7% | 16% | 1%
CC(C)=C1SC(N2CCN(c3ccc(C)c(Cl)c3)CC2)=NC1=O | 0.1% | -2% | x | -1% | -2% | x | x
CC1(C)C(=O)Nc2ccccc2N1C(=O)COC(=O)C12CC3CC(CC(O)(C3)C1)C2 | -1.8% | -3% | 0%[38.3 µM] | -17% | -15%[46.1 µM] | 0% | -7%
Cc1cccc(NC(=O)C2CCCN2/C=C/C(=O)C(F)(F)F)c1C (stereo not given) | -1.1% | -3% | 2% | 1% | 3% | 1% | u
O=c1cc(-c2ccccc2)oc2c1ccc1ccccc12 | 0.3% | 8% | 14% | x | x | -1% | x
CCN(CC)C(=O)c1cc2cc(Br)ccc2oc1=O | 0.0% | -11% | 13%[38.3 µM] | 7% | -7%[46.1 µM] | -3% | -5%
COc1ccccc1N1CCN(S(C)(=O)=O)CC1 | 4.5% | -6% | 12%[38.3 µM] | -2% | 6%[46.1 µM] | 0% | -1%
COC(=O)c1c(NC(=O)c2ccc(Br)s2)sc2c1CCC2 | -2.2% | 28% | -10%[38.3 µM] | 6% | -6%[46.1 µM] | -1% | -13%
Cc1cccc(NC(=O)c2ccc(COc3ccc4ccccc4c3)o2)n1 | 0.1% | 0% | 0% | 13% | 11% | 0% | -8%[46 µM]
O=C(CCc1ccccc1)Nc1nnc(-c2ccc3c(c2)CCCC3)o1 | 1.7% | 0% | 3%[38.3 µM] | -3% | -14%[46.1 µM] | 0% | u
CC(CN1CCOCC1)c1ccccc1 (stereo not given) | 2.6% | 3% | 14%[38.3 µM] | 8% | -3%[46.1 µM] | 0% | 4%
C[C@@H](C(=O)N[C@@H](Cc1c[nH]c2ccccc12)C(=O)O)n1nnc2ccccc2c1=O | -0.1% | 11% | x | 18% | 15% | x | x
CCN(CC)CC(=O)Nc1ccccc1SCC(=O)Nc1ccsc1C(=O)OC | 1.5% | 5% | 18% | -14% | u | 0% | x
Cc1ccc(CSCCNC(=O)CN2C(=O)c3ccccc3S2(=O)=O)cc1 | 2.4% | -3% | 3% | u | -16%[46.1 µM] | 0% | -2%
Cc1ccccc1Oc1ccccc1N | 2.6% | -5% | 5% | 15% | 12% | 0% | -9%[46 µM]
CCOc1ccccc1-n1nnnc1SC(C)C(=O)OC (stereo not given) | 1.3% | 1% | 2% | 0% | 1% | -1% | x
CCOC(=O)Cc1csc(N/C(=N/S(=O)(=O)c2ccc(F)cc2F)c2ccccc2)n1 | -0.9% | -4% | x | 2% | 5%[46.1 µM] | x | -2%
Cc1ccc(Cl)cc1NC(=O)C1CC(=O)Nc2ncnn21 (stereo not given) | 1.1% | -5% | x | 8% | 6% | x | x
N#Cc1cc(-c2ccccc2)nnc1Sc1ccccc1 | 0.0% | 0% | -15%[38.3 µM] | 5% | -12%[46.1 µM] | 3% | 11%
CCOC(=O)c1c(C)[nH]c(N=Nc2cccc(C)c2)c1C | 3.2% | 3% | 49%[38.3 µM] | u | u | -2% | -8%
O=S(=O)(Nc1nc(CN2CCOCC2)nc2sc3c(c12)CCCC3)c1cc(F)ccc1F | 0.2% | -13% | -5%[38.3 µM] | -5% | -21%[46.1 µM] | -4% | 3%
Cc1ccc(NC(=S)NC(NC(=O)N(C)C)C(Cl)(Cl)Cl)cc1 (stereo not given) | -2.4% | 3% | -1% | 1% | 13% | 0% | u
Cc1cc(C)cc(N(C(C)C(=O)N2CCOCC2)S(C)(=O)=O)c1 (stereo not given) | 1.0% | -3% | 6% | 16% | -2% | 0% | x
O=[N+]([O-])c1ccccc1N/N=C/c1ccc2c(c1)OCO2 | -4.7% | -1% | -3% | -13% | 10% | u | -12%[46 µM]
O=C(NC1CCCC1)C1CCCN1S(=O)(=O)c1cccc2cccnc12 (stereo not given) | -0.2% | -7% | -7%[38.3 µM] | -3% | -4%[46.1 µM] | 0% | -2%
Cc1ncc(CO)c2cc(C(N)=O)c(=Nc3ccccc3)oc12 | 0.0% | -4% | 4%[38.3 µM] | 2% | -24%[46.1 µM] | 4% | 5%
N#Cc1nccnc1N1CCN(C(=O)Nc2ccccc2)CC1 | -0.3% | 8% | x | 4% | 6%[7.67 µM] | x | x
CC(=O)Nc1ccc(SCC(=O)OCC(=O)NC(=O)NCCC(C)C)cc1 | -0.3% | 6% | -5% | -3% | 20% | x | x
O=C(NCC(=O)N(c1cccc(F)c1)C(C(=O)NC1CCCC1)c1cccnc1)c1cccs1 (stereo not given) | -1.1% | -1% | 3% | -2% | -16% | 1% | -2%[9.22 µM]
O=C(O)c1cc(-c2ccc3c(c2)OCCO3)n[nH]1 | 0.0% | 1% | -1% | 1% | -13% | 1% | 14%[46 µM]
Cc1cc(=O)[nH]c(-c2ccccc2OC(F)(F)F)n1 | 2.4% | -7% | x | 4% | -22% | x | x
Cc1ccc(OCC(=O)Nc2ccc(N(C)C)cc2)cc1 | -0.7% | 5% | 8%[38.3 µM] | -23% | -12%[46.1 µM] | -4% | 2%
COc1cccc(C(=O)N2CCN(CCCc3ccccc3)CC2)c1OC | -1.6% | -2% | 8%[38.3 µM] | -7% | -9%[46.1 µM] | -4% | u
CC(C)CC(C(=O)O)N1C(=O)C2C3CC(C2C1=O)C1C(c2ccccc2)c2sc(=O)[nH]c2SC31 (stereo not given) | -1.0% | 19% | -7% | u | 16% | 1% | 10%
N#Cc1ccc(CSc2nnc(NC(=O)C3CC(=O)N(c4ccc5c(c4)OCCO5)C3)s2)cc1 (stereo not given) | 0.0% | 7% | 0% | u | -18% | -3% | u
Cc1cs/c(=N\N=C2CCCCC2)n1Cc1ccco1 | 0.6% | 5% | 8% | -8% | -1% | 2% | -3%[46 µM]
CCCNc1c(F)c(F)c2c(C)c3ccccc3nc2c1F | u | -3% | -8%[38.3 µM] | 6% | -4%[46.1 µM] | 0% | u
COc1ccc(C2SCC(=O)N2c2nc3ccccc3s2)cc1 (stereo not given) | 0.1% | 5% | 7% | 21% | 46% | 5% | u
CCCCNC(=O)CCCCC(=O)N/N=C/c1cccc(Cl)c1 | -1.9% | -2% | -5% | 23% | 10% | -2% | 15%

Source: PubChem
